Assay outcomes from PubChem BioAssay.
NCOA3 inh – inhibits human SRC3 coactivator; hit rate 0.17% among 360,000; AID 588352; inhibition, % at 3.6 µM; Q9Y6Q9; HEK293 GAL4-SRC3 luciferase reporter, luminescence;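 active = inhibition above a per-campaign cutoff, the mean of all compounds plus 3 SD, cut at about 60% in these data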;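 also: 0% = DMSO-treated cells and 100% = gossypol-treated cells at 36 µM; higher means less SRC3-driven luciferase light from the GAL4 reporter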
TROY NFkB inh – blocks TROY-dependent signaling in reporter cells; Q293 LMP1-TROYcd NF-kB luciferase reporter, 4 h; inhibition, % at 10 µM; hit rate 0.98% among 360,000; AID 1347056;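 active = compounds whose plate-normalised and pattern-corrected inhibition of the luciferase reporter signal at the single screening dose is 50% or more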
Vif inh – blocks HIV Vif function. HEK293T cells, Vif self-association by quenched fluorescence, imaging, 24 h. inhibition, % at 7.49 µM. hit rate 0.35% among 340,000. AID 602346; in the data active = inhibition above about 50%, passing the limit was not always enough; inconclusive = no clear call, values can overlap the other calls; inactive = below about 31%; also: some results filed as inactive read as strong as hits
EBV LMP1 NFkB – reduces LMP1-driven NF-kappaB luciferase signal; LMP1-induced NF-kappaB luciferase reporter cells, luminescence; hit rate 0.69% among 350,000; inhibition, % at 12.5 µM; AID 504558; in the data active = inhibition above about 41%; inconclusive = no clear call, values can overlap the other calls;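 also: 0% = neutral control wells and 100% = reference inhibitor control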
SRC1 inh – inhibitors of human steroid receptor coactivator 1 (SRC1). Q15788. HEK293 GAL4-SRC1 luciferase reporter, luminescence. inhibition, % at 3.6 µM. hit rate 0.12% among 360,000. AID 588354;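 active = inhibition above the campaign mean plus 3 SD, with each screening campaign given its own cutoff, cut at about 60% in these data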;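 also: 0% = DMSO treated cells and 100% = gossypol at 36 µM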
NOD2 RIPK2 PPI – inhibitors of human NOD2-RIPK2 interaction; CHO BLA complementation NOD2-RIPK2, CCF4 ratio; hit rate 0.38% among 360,000; inhibition, % at 4.98 µM; O43353; in the data active = inhibition above about 21%;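 also: 0% = vehicle only and 100% = reference blocker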
C8 TRAIL sens – sensitizes caspase-8 expressing cells to TRAIL; NB7+C8 cells + TRAIL, ATPlite viability luminescence; inhibition (viability loss, TRAIL sensitization), % at 10 µM; hit rate 1% among 360,000;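 active = compounds causing at least 50% loss of cell viability in the single-dose screen, relative to plate controls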
NCOA2 inhibitor – inhibits human steroid receptor coactivator 2 | Q15596 | HEK293 GAL4-SRC2 luciferase reporter, luminescence | inhibition, % at 9 µM | hit rate 0.17% among 370,000 | AID 651957;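 active = inhibition above the mean inhibition of all tested compounds plus 3 SD, set per campaign, cut at about 52% in these data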;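 also: 0% = DMSO treated cells and 100% = cells given Gossypol at 36 µM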
TLR9-MyD88 block – TLR9-MyD88 interaction inhibition; CHO BLA complementation TLR9-MyD88, CCF4 FRET ratio; inhibition, % at 4.98 µM; hit rate 0.21% among 340,000; AID 504734;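 active = inhibition above the mean over all tested compounds plus 3 SD, cut at about 21% in these data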;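 also: 0% = DMSO only wells and 100% = clavulanate BLA inhibitor control wells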
COUP-TFII inh – blocks human COUP-TFII nuclear receptor. P24468. HEK293T NGFI-A luciferase reporter, luminescence. inhibition, % at 8.6 µM. hit rate 0.7% among 370,000. AID 686940;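 active = inhibition above a per-plate cutoff, mean inhibition of test wells between control levels plus 3 SD, cut at about 38% in these data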;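 also: cells cotransfected with COUP-TFII expression vector driving the NGFI-A reporter; 0% = median of COUP-TF2 test wells and 100% = reporter-only cells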
Target sequence (P24468 whole entry, looked up): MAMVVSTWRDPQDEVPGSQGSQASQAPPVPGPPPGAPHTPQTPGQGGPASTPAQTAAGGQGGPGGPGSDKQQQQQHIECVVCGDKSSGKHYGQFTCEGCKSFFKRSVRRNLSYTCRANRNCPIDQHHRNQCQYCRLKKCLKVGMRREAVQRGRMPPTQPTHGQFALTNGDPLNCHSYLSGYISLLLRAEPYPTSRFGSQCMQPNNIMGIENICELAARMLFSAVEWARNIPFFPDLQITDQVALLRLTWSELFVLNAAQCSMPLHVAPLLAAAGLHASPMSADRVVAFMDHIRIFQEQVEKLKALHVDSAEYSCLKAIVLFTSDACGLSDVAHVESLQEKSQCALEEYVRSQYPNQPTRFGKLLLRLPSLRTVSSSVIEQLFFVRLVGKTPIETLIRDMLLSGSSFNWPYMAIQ
LRH-1 inv ag – inverse agonists of human LRH-1 (NR5A2) | O00482 | HEK293T StAR-luciferase reporter, LRH-1 transfected, 24 h | inhibition, % at 3.6 µM | hit rate 0.13% among 360,000 | AID 602396;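 active = inhibition above the mean inhibition of all tested compounds plus 3 SD, cut at about 73% in these data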;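 also: 0% = DMSO wells and 100% = reporter-only cells lacking LRH-1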
Target sequence (O00482 whole entry, looked up): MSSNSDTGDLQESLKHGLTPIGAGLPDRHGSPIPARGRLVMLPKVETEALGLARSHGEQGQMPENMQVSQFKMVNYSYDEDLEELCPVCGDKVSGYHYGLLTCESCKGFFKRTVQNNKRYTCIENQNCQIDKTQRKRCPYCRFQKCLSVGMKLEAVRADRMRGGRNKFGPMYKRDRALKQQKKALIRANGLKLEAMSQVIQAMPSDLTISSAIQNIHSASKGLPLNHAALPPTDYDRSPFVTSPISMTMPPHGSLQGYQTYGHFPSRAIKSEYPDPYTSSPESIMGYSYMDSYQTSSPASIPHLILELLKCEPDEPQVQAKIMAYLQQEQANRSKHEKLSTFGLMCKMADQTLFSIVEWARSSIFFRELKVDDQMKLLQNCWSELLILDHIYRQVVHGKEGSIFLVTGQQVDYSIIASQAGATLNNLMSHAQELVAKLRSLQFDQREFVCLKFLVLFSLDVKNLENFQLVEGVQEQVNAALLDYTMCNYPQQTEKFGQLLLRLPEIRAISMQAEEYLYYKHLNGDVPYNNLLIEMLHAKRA
* = called active by the depositor; ? = inconclusive; . = not tested or not shown. A portion of the library; count on the stated rates, not on these rows.

SMILES	NOD2 RIPK2 PPI	LRH-1 inv ag	SRC1 inh	TLR9-MyD88 block	C8 TRAIL sens	EBV LMP1 NFkB	NCOA2 inhibitor	NCOA3 inh	TROY NFkB inh	Vif inh	COUP-TFII inh
Cc1cc(C)nc(Nc2nc(C(N)c3ccccc3)cs2)n1 (centres undefined)	6.3	-17.2	0.2	.	27.8	.	2.0	-0.3	12.7	6.9	3.7
CCOC(=O)CN1C(=O)CSc2ccccc21	-15.1	11.2	-14.9	2.2	-7.5	4.5	-17.6	-8.4	12.5	-2.4	14.4
O=C(NNC(=O)c1cc(-c2cccnc2)nc2ccccc12)Nc1ccc(Cl)cc1	-2.0	-17.7	-23.8	1.5	-5.8	-9.4	-7.5	-21.1	52.1*	-4.0	-18.0
O=C1C=C(c2ccccc2)CC(/C=C/c2ccccc2)C1 (centres undefined)	3.8	3.4	-3.5	5.1	14.4	-5.7	2.0	13.4	-14.2	6.2	-12.1
O=C(CCS(=O)(=O)c1ccc(Br)s1)Nc1ccccc1Br	0.6	20.0	8.6	-3.4	-22.0	3.5	7.3	-3.8	-5.2	-4.1	22.1
C(#Cc1ccccc1)C[N+]1(CC#Cc2ccccc2)CCCC1	-4.9	7.1	20.2	6.8	25.8	-7.7	8.5	15.0	-2.8	-2.6	3.1
Cc1cc(C(=O)Cn2nc(C(=O)O)c3ccccc3c2=O)c(C)n1-c1ccccc1	1.2	-154.0	-95.4	-13.0	75.7*	9.4	-11.5	-74.0	70.2*	3.0	-32.1
CCN(C(=O)COC(=O)c1ccc2ccccc2c1)c1c(N)n(Cc2ccccc2)c(=O)[nH]c1=O	0.2	1.3	-21.6	2.7	-1.2	4.5	25.4	-1.0	-4.2	-3.8	-2.8
O=C(O)c1ccc(NC(=O)C2C3CCC(O3)C2C(=O)O)cc1 (centres undefined)	-10.1	-19.6	-4.1	-6.8	19.1	-2.1	-51.0	-19.4	6.4	-2.5	-34.1
O=C(NNC(=S)Nc1ccccc1)c1cccnc1	-24.1	-80.8	-37.2	-11.0	-5.2	-16.3	-48.6	-26.5	2.8	-7.4	-32.8
CC(C)C[C@H]1CNC(=O)C(=O)N1C[C@H](Cc1ccc(O)cc1)NC(=O)CC12CC3CC(CC(C3)C1)C2	3.3	3.7	.	.	-4.9	.	14.2	.	5.0	.	-7.7
O=C(O)CCC(=O)Nc1ccc(Sc2ccc([N+](=O)[O-])cc2)cc1	0.2	-12.6	1.6	-3.2	-9.8	3.3	-5.2	-4.6	13.2	1.5	-8.8
O=C(Nc1cccnc1Cl)C1=NN(c2ccccc2)C(=O)CC1	-2.3	18.8	-0.7	-3.0	-0.5	10.9	2.8	14.7	9.4	8.4	-7.3
Cn1c(=S)[nH]c2ccccc21	7.7	-25.0	-15.6	-2.9	-7.6	4.5	11.9	-12.2	-8.6	11.9	0.1
Cc1c(NC(=O)CSc2nnc(-c3ccncc3)n2C)c(=O)n(-c2ccccc2)n1C	-3.3	0.3	-26.4	-1.1	-11.4	11.1	-5.5	2.7	-2.9	8.4	5.2
COc1ccc(CN2C(=O)C(O)(CC(=O)c3c(C)n[nH]c3C)c3ccccc32)cc1OC (centres undefined)	-2.2	-19.6	1.6	-4.2	8.1	-6.0	-11.9	5.5	-30.1	-17.1	-1.5
CCOC(=O)[C@]12CCC=C1N(Cc1ccc(Cl)cc1Cl)C(=O)[C@H](CC(=O)NCc1cccc3ccccc13)C2	-1.1	-4.5	.	.	9.3	.	-2.9	.	14.1	.	2.4
S=C(Nc1ccc(Oc2ccccc2)cc1)NC1CCCCC1	-1.4	-9.2	-6.9	-3.0	-3.3	3.0	-18.3	-9.0	34.9	.	-17.0
Cn1ccc2c(N(Cc3ccccc3)Cc3ccccc3)cc3c(c21)C1CCC3O1 (centres undefined)	-3.8	10.3	-1.2	.	6.9	.	-18.9	-18.7	-29.4	.	20.0
CCn1c(=O)cc(SCC(=O)N2CCC(C)CC2)c2ccccc21	-16.2	-2.5	-7.3	-2.3	11.1	-3.9	-31.6	-4.7	-5.8	.	-79.2
CCC(C)(C)NC(=O)CN(CC1CCCO1)C(=O)CNS(=O)(=O)c1ccccc1 (centres undefined)	3.1	-4.0	-4.5	-0.6	2.7	6.2	-18.4	-6.0	0.5	6.6	3.2
COc1ccc(O)c(/C=N/NC(=O)c2ccc(N3CCCC3=O)cc2)c1	-0.2	1.9	-11.6	0.5	-3.4	21.6	-19.6	6.2	5.3	-3.6	-25.0
Cc1ccc(S(=O)(=O)N2CCN(C(=O)c3c(C)nn(-c4ccccc4)c3Cl)CC2)cc1	-10.5	22.7	-6.3	-3.5	8.5	5.6	-0.7	12.8	-0.1	4.6	2.9
COc1ccc(NC(=S)NCC(c2cccnc2)N2CCOCC2)cc1 (centres undefined)	-2.1	8.1	-13.3	3.8	-1.1	3.9	-1.2	0.6	-14.2	-6.5	3.6
Cc1ccc(N=Cc2c(O)n(C)c(=O)n(C)c2=O)nc1	-1.3	-4.0	-0.5	-3.3	2.0	-1.2	10.0	7.5	-16.9	21.7	-12.1
CCOC(=O)C(CC)Sc1nnc2n1C(C)(C)Cc1ccccc1-2 (centres undefined)	-5.6	24.6	14.6	-3.9	2.9	-8.0	0.8	11.9	-7.3	-4.0	-7.1
Cc1ccc(C(=O)COC(=O)CCNS(=O)(=O)c2ccccc2F)cc1	-7.2	8.6	-0.4	-10.0	-18.5	-7.5	-19.4	12.1	6.7	-1.7	14.8
CCN(CC)S(=O)(=O)c1cccc(C(=O)NCCc2ccccc2)c1	-10.4	-70.8	-66.7	-8.1	-12.2	-24.1	-20.4	-57.5	-11.0	?	-28.4
CC1CC1C(=O)NCCc1ccc(Cl)cc1 (centres undefined)	2.2	-38.4	3.3	6.4	17.5	1.4	-17.2	-13.0	-27.1	.	-10.8
COc1ccc(N2CCN(Cc3nc4scc(-c5cccs5)c4c(=O)[nH]3)CC2)cc1	-4.2	0.0	-4.6	-3.4	-5.1	13.7	9.1	19.9	24.8	-4.3	2.9
COc1ccccc1N(C)S(=O)(=O)c1ccc(C(=O)Nc2cc(OC)c(OC)c(OC)c2)cc1	5.8	9.8	-0.9	2.1	12.3	3.8	30.3	-7.9	13.3	-28.7	-1.2
CC(=O)N1CCN(S(=O)(=O)c2cccc(C(=O)Nc3ccc4c(c3)OCO4)c2)CC1	3.5	-9.2	3.0	-2.1	0.1	-10.2	-2.1	-9.9	1.4	0.8	0.9
COc1cccc(NC(=O)CN(C)C(=O)c2ccccn2)c1	4.5	-7.4	-19.6	7.2	-7.4	-10.4	3.8	11.8	-10.0	6.4	-22.0
Cc1ccc(N/N=C2\COC(C)(C)CC2=O)cc1	-4.9	18.7	-12.9	-0.2	-1.8	6.5	4.2	7.7	8.5	0.3	-11.1
Cc1nc(OCC(=O)c2ccc(Cl)cc2)c(C#N)c2c1COC(C)(C)C2	-3.1	-3.5	9.1	3.4	-3.5	-9.1	4.4	-7.0	8.1	.	5.9
COCCN(C(=O)CSc1nnc(-c2ccco2)n1C)c1c(N)n(CC(C)C)c(=O)[nH]c1=O	-6.9	-10.1	11.2	-1.8	-4.9	1.1	-8.3	3.1	2.1	8.4	15.1
COc1cccc(C2CCCN2Cc2nc(CCC(C)C)no2)c1 (centres undefined)	2.1	-14.6	0.3	-1.1	9.5	-2.8	-13.0	-0.1	21.2	-4.3	10.8
CC(=O)NC(CC(C)C)C(=O)O (centres undefined)	-18.5	-12.2	0.9	-2.7	2.2	1.5	-1.5	4.8	2.8	-7.3	9.8
O=C(NC(CC(=O)N1CCN(c2ccccc2)CC1)c1ccccc1)c1ccccc1 (centres undefined)	-1.1	-74.6	-10.0	2.7	15.4	2.2	-10.8	9.3	-0.1	-0.2	15.2
Cc1cc(=O)[nH]c2c1c(C)nn2C1CCOC(C)(C)C1 (centres undefined)	-7.5	27.3	-7.2	-10.5	-15.0	11.8	-14.4	-2.9	-6.0	8.0	-5.1
O=C(Nc1cnc2sccn2c1=O)c1ccc(Cl)cc1Cl	-2.8	-136.1	-104.9	4.7	23.2	-1.8	-65.0	-89.7	-18.3	3.0	-29.3
Cc1[nH]n(C)c(=O)c1[N+](=O)[O-]	-1.9	-7.5	5.7	-5.3	11.5	-7.7	-7.8	-0.7	4.3	8.5	-2.9
Cc1cc(Br)c(NC(=O)C(C)Sc2nnnn2C)c(Br)c1 (centres undefined)	0.9	6.0	-5.1	-3.0	-12.3	0.6	4.9	-1.6	-16.6	26.2	-15.1
CCOC(=O)c1c(NC(=O)CSc2nnnn2C)sc(C)c1-c1ccc(C)cc1	-9.3	25.3	-17.9	-2.9	-10.8	3.9	4.9	-4.0	27.2	1.5	35.5
CC(Sc1nnnn1C)C(=O)Nc1ccc(Oc2ccccc2)cc1 (centres undefined)	5.2	7.0	-7.1	0.5	-0.5	-6.5	-6.8	4.7	-8.4	-7.7	2.8
COc1cccc(CNc2nc3nc4c(c(=O)n3[nH]2)CCC4)c1	-9.1	-5.0	2.1	-0.1	-9.7	-6.1	3.2	13.6	-6.2	19.3	0.6
COC(=O)CNC(=O)C12CC3CC(C1)CC(c1ccc(C)cc1)(C3)C2	2.4	2.9	-5.0	-4.2	-7.1	-2.9	-3.4	-0.1	-0.8	-3.9	11.4
COc1ccc2ccccc2c1CNCc1ccc(C)cc1	-2.5	4.6	-5.8	-4.6	4.4	-80.5	7.1	7.6	-4.1	14.2	-11.1
Cc1nc2sc(C(c3cccc(F)c3)N3CC(C)OC(C)C3)c(O)n2n1 (centres undefined)	3.2	0.4	-0.1	1.4	-2.8	-31.1	-8.0	-0.9	-7.6	2.0	15.8
CCOc1ccc(NC(=O)CN(C)C(=O)CSc2ccccc2)cc1OCC	1.5	-7.3	4.2	-3.0	10.8	1.2	-10.0	0.9	-8.3	4.0	-10.0
COc1ccc(NC(=O)C2c3cc(OC)c(OC)cc3C(=O)N(C)C2c2cccnc2)cc1OC (centres undefined)	-1.5	-10.3	-15.5	7.4	6.1	0.4	1.0	15.2	-14.1	-3.4	5.5
Cc1ccc(CNC(=O)COC(=O)C2CC2)cc1	0.7	14.0	-9.7	-23.9	-3.7	-7.9	-28.1	1.0	-11.9	15.4	-6.2
Cc1cccc(NS(=O)(=O)c2ccc(C)c(C(=O)N(C)C)c2)c1	-9.6	-19.1	-4.6	4.8	4.9	-0.7	-15.9	-10.8	-18.1	28.5	3.4

As entered above.
NOD2 RIPK2 PPI with COc1cccc(C2CCCN2Cc2nc(CCC(C)C)no2)c1 (centres undefined) = 2.1
EBV LMP1 NFkB with Cc1nc2sc(C(c3cccc(F)c3)N3CC(C)OC(C)C3)c(O)n2n1 (centres undefined) = -31.1
